LGR2 inh – inhibitors of bursicon-induced LGR2 CRE-luciferase signal, primary screen, cell-based, HEK293, CRE-luciferase reporter, bursicon stimulation; inhibition, % at 9.99 µM; bursicon-stimulated, 4 h; AID 720647, 2013; 380,000 tested, 0.35% active; Drosophila bursicon receptor LGR2 (rickets);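 active = drop in luminescence signal, shown as inhibition above about 50% in the replicate tests, limit read from the data, passing the limit was not always enough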;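 note: agonist challenge used bursicon conditioned medium at about half maximal strength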
Statin myotox sup – suppressors of statin myotoxicity in C2C12 myotubes, primary screen, cell-based, single point, plate reader; rescue of ATP level, % at 7.49 µM; AID 602340, 2012; C2C12 myotubes + simvastatin, ATP luminescence, 48 h; scaled: DMSO 0, geranylgeraniol control 100; 330,000 tested, 0.78% active;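 active = mean ATP rescue above about 67%, or every replicate alone reaching that limit, limit read from the data, passing the limit was not always enough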;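 note: myotubes were challenged with 10 µM simvastatin during compound exposure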
INS-1E GSIS act – GLuc luminescence reporter in INS-1E cells, primary screen for activators of glucose-dependent secretion of insulin. INS-1E GLuc reporter insulin secretion, 2-3 h. activation, % at 16.6 µM. 370,000 tested, 0.61% active. AID 743287, 2014;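 active = lowest replicate activation of at least 40%, so every replicate reaches that level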;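 note: 0% = median of neutral control wells and 100% = median of IBMX positive control wells; some compounds called inactive have numbers as strong as hits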
PAX8 inh HTS – inhibitors of PAX8-driven TPO luciferase reporter, primary screen, RMG-I cells, single concentration; SteadyGlo, 24 h; inhibition, % at 12.6 µM; 360,000 tested, 1.2% active;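 active = mean replicate inhibition at least 60% with every replicate also reaching 60%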;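 note: luciferase light reporting Pax8 driven TPO promoter activity; plate controls were median of neutral control wells for no effect and mitoxantrone controls for full effect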
PGC1a acetyl inh – inhibitors of PGC1a acetylation signal, primary screen, cell-based, U2OS, AlphaScreen, inhibitor mode; AlphaScreen anti-acetyl-lysine; with virally co-expressed GCN5 acetyltransferase; 350,000 tested, 0.17% active; inhibition, % at 15.6 µM;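 active = every replicate shows inhibition of at least 40%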;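 note: 0% = neutral control wells and 100% = positive control wells; some results beyond the cut were filed as inactive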
PglD inh – C. jejuni PglD acetyltransferase inhibitors, primary screen, biochemical, DTNB colorimetric, single point; inhibition, % at 12.5 µM; 360,000 tested, 0.098% active; purified PglD enzyme, DTNB colorimetric CoA detection; AID 602405, 2012; UDP-N-acetylbacillosamine N-acetyltransferase PglD (Campylobacter jejuni); in the data active = inhibition above about 16%, passing the limit was not always enough; note: strong numbers were not always called active
Cneo AK release – Cryptococcus neoformans cell lysis inducers, primary screen, AK release luminescence, single concentration; C. neoformans lysis, adenylate kinase release luminescence, 4 h; normalised: neutral wells 0, clomiphene wells 100; lysis activity, % at 15 µM; 360,000 tested, 0.2% active; AID 651654, 2012;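 active = mean lysis activity across replicates of at least 80%, whatever share of replicates individually reach that level; inactive = mean lysis activity below 80%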
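Test system: log-phase Cryptococcus neoformans yeast cells; Quantity: yeast cell density of 5 × 10^6 cells/mL; Buffer or medium: YPD; Doses: single compound concentration per well; Timing: 4 h at 37 °C static, read 1 h later; Measured by: AK luminescence; Read-out basis: lysis from increased AK signal; Control set: Clomiphene as positive control.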
ARNT TACC3 PPI – disruptors of ARNT/TACC3 protein interaction, primary screen, biochemical, AlphaScreen, single concentration. inhibition, % at 9.99 µM. 390,000 tested, 0.66% active. AlphaScreen His-ARNT PAS-B/GST-TACC3 binding, luminescence; TACC3 fragment carries E629A point mutation. Transforming acidic coiled-coil-containing protein 3 (Homo sapiens), Q9Y6A5;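 active = mean inhibition of replicates at least 50% and at least half of replicates each reaching 50%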;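 note: 0% = complete ARNT plus TACC3 wells and 100% = ARNT alone without TACC3; many hits fall short of the cut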
An asterisk follows results filed as active; . = no result given. This is a random part of the collection; any-hit rate near 2.9%.

SMILES | LGR2 inh | Statin myotox sup | INS-1E GSIS act | PAX8 inh HTS | PGC1a acetyl inh | PglD inh | Cneo AK release | ARNT TACC3 PPI
C/C(CC(=O)Nc1ccc(C)c(Cl)c1)=N\NC(=O)c1ccco1 | -6 | . | -14 | 5 | -6 | . | . | .
O=C(CC(=O)c1ccccc1)CC(O)(C=Cc1ccccc1)c1ccccc1 (configuration not stated) | -19 | -2 | -9 | -48 | 2 | 2 | 3 | -15
O=C(N/N=C/c1cccnc1)c1ccccc1OCc1ccc(Br)cc1 | -21 | 9 | -31 | 19 | 3 | 3 | 0 | 1
COc1ccc(-c2ccc([C@H]3[C@@H](CO)N4C(=O)CN(C(=O)C5CC5)C[C@@H]34)cc2)cc1 | -1 | . | 1 | 8 | 3 | . | . | .
COc1cccc(/C=N/NC(=O)CSc2nnc(C)n2-c2ccccc2)c1OC | 1 | 5 | 20 | . | -13 | 3 | 1 | -5
CCCCOCCO | -8 | 6 | -1 | 8 | 10 | -5 | 1 | 6
CC(=O)N1[C@@H]2c3ccc(C4=CCCC4)c(=O)n3C[C@@H]2[C@@H](CO)[C@@H]1C(=O)NCC1CC1 | 13 | 2 | 26 | 0 | -1 | -3 | 0 | -6
CO[C@H]1CN(C)C(=O)c2ccc(NC(=O)C3CCCC3)cc2OC[C@@H](C)N(C(C)=O)C[C@@H]1C | 4 | -6 | 2 | 11 | -14 | -1 | 47 | -4
N#C/C(=C\c1ccc(-c2cccc([N+](=O)[O-])c2)o1)C(=O)N1CCOCC1 | -33 | . | -3 | -15 | -6 | . | . | 23
CCc1nc2ccc(C(=O)NCCOc3ccc(OC)cc3)cn2c1N(C)Cc1ccc(N(C)C)cc1 | 13 | -2 | -44 | -4 | . | -1 | -1 | .
Cc1onc(-c2ccccc2)c1C(=O)OCc1nnc(-c2ccccc2)o1 | -13 | 7 | 1 | . | 0 | . | . | -8
CC(=O)Oc1cc(O)c2c(=O)c(OC(C)=O)c(-c3ccc(OC(C)=O)c(OC(C)=O)c3)oc2c1 | . | -6 | . | . | 9 | -1 | -2 | 25
C[C@@H]1CN([C@@H](C)CO)C(=O)c2cc(NS(=O)(=O)c3ccc(F)cc3)ccc2O[C@@H](C)CCCCO[C@H]1CN(C)S(=O)(=O)c1ccccc1 | 4 | . | -49 | -20 | -5 | 3 | 53 | -5
Cc1ccc(/C=N\NC(=O)c2cncc(Br)c2)o1 | -4 | . | 5 | -4 | . | . | . | 15
CC(C)C(c1nnnn1Cc1ccco1)N1CCN(C2CCCC2)CC1 (configuration not stated) | . | 10 | . | 5 | -8 | 2 | 1 | -16
CC1CC(C)CN(c2nc(N(C)c3ccccc3)nc(N)c2[N+](=O)[O-])C1 (configuration not stated) | -9 | . | -23 | 10 | . | . | . | 10
O=C(c1ccc(F)cc1)N(Cc1ccco1)C1CCS(=O)(=O)C1 (configuration not stated) | 5 | . | 18 | 5 | 2 | -2 | -1 | 2
O=C(CSc1nnc(-c2ccccn2)o1)Nc1ccccc1Cl | 9 | -9 | -3 | -42 | . | -4 | 1 | 75*
CC1(C)COC(/C=C/c2cccc([N+](=O)[O-])c2)=N1 | -5 | . | -3 | 26 | . | . | . | 8
COc1ccc(N(C)C(=O)Cn2c(=O)oc3ccccc32)c(OC)c1 | 7 | 16 | 10 | 3 | 4 | -3 | 0 | -9
COc1ccc(-c2csc(C(O)c3ccc(F)c(F)c3)n2)cc1 (configuration not stated) | -33 | 18 | . | -27 | -6 | -6 | 5 | .
CNS(=O)(=O)c1cccc(C(=O)OCC(=O)N2c3ccccc3NC(=O)C2(C)C)c1 | 6 | -9 | -2 | -1 | 2 | 3 | 0 | 3
O=C(CCSc1ccccc1)NNC(=O)c1ccccc1F | -6 | -2 | -5 | -3 | . | . | . | -3
N#C/C(=C\c1ccccc1OCc1ccc(C(=O)O)cc1)C(=O)Nc1ccc(O)cc1 | -30 | . | 4 | -21 | 3 | . | . | -6
O=C(CCn1c(=O)[nH]c2ccsc2c1=O)N1CC(=O)N(CCc2ccccc2)C(=O)C1 | . | 0 | . | 14 | . | 2 | 1 | -4
CC(C)(C)n1nc2c(c1NC(=O)Cc1ccc([N+](=O)[O-])cc1)CS(=O)(=O)C2 | 4 | . | 4 | 2 | 1 | 3 | 0 | -3
COc1ccc(CN(C)C[C@H]2Oc3c(NC(=O)c4ccc(-c5nccs5)cc4)cccc3C(=O)N([C@@H](C)CO)C[C@@H]2C)cc1 | -17 | 11 | -8 | -7 | -5 | -2 | -1 | 10
CC(C)OC(=O)CSc1nnc(COc2ccc([N+](=O)[O-])cc2)n1C | 0 | . | -15 | 16 | 5 | . | . | 3
COc1ccc(CCNS(=O)(=O)CCNC(=O)c2ccc(OC)cc2)cc1 | -1 | -6 | 24 | 9 | . | -1 | -2 | -1
COc1ccc(C2=Nn3c(nnc3-c3ccccc3OC)SC2)cc1OCC1CC1 | 35 | -86 | 50* | 78* | -24 | 3 | 2 | 26
C[C@H]1CN([C@@H](C)CO)S(=O)(=O)c2ccc(-c3ccccc3)cc2O[C@H]1CN(C)C(=O)c1ccccc1F | 4 | -15 | -27 | . | 5 | . | . | .
C[C@@H]1CN([C@H](C)CO)C(=O)c2cc(N(C)C)ccc2O[C@H]1CN(C)C | . | 13 | 18 | 4 | 12 | -3 | 0 | -5
CC(C)CC#Cc1ccc2c(c1)O[C@@H](CN(C)C(=O)Cc1ccncc1)[C@@H](C)CN([C@@H](C)CO)S2(=O)=O | -10 | 13 | -12 | . | 7 | 0 | 57 | 0
O=C(Nc1ccc(O)cc1)/C(=C/c1ccco1)NC(=O)c1ccccc1 | -3 | 3 | 1 | -6 | -4 | . | . | 1
Cc1ccc(CN2C(=O)CCC2C(=O)NCC2CCCO2)cc1 (configuration not stated) | . | -3 | . | . | -9 | -8 | -3 | -4
COc1ccc(/C=C(\NC(=O)c2ccco2)C(=O)Nc2ccc(C(C)=O)cc2)cc1 | -6 | . | -7 | -87 | . | 4 | 0 | -12

Another view of some results above.
Values run as follows: LGR2 inh	Statin myotox sup	INS-1E GSIS act	PAX8 inh HTS	PGC1a acetyl inh	PglD inh	Cneo AK release	ARNT TACC3 PPI
COc1ccc(CCNS(=O)(=O)CCNC(=O)c2ccc(OC)cc2)cc1
    -1	-6	24	9	.	-1	-2	-1
COc1ccc(C2=Nn3c(nnc3-c3ccccc3OC)SC2)cc1OCC1CC1
    35	-86	50*	78*	-24	3	2	26
C[C@H]1CN([C@@H](C)CO)S(=O)(=O)c2ccc(-c3ccccc3)cc2O[C@H]1CN(C)C(=O)c1ccccc1F
    4	-15	-27	.	5	.	.	.
C[C@@H]1CN([C@H](C)CO)C(=O)c2cc(N(C)C)ccc2O[C@H]1CN(C)C
    .	13	18	4	12	-3	0	-5
CC(C)CC#Cc1ccc2c(c1)O[C@@H](CN(C)C(=O)Cc1ccncc1)[C@@H](C)CN([C@@H](C)CO)S2(=O)=O
    -10	13	-12	.	7	0	57	0
O=C(Nc1ccc(O)cc1)/C(=C/c1ccco1)NC(=O)c1ccccc1
    -3	3	1	-6	-4	.	.	1
Cc1ccc(CN2C(=O)CCC2C(=O)NCC2CCCO2)cc1 (configuration not stated)
    .	-3	.	.	-9	-8	-3	-4
COc1ccc(/C=C(\NC(=O)c2ccco2)C(=O)Nc2ccc(C(C)=O)cc2)cc1
    -6	.	-7	-87	.	4	0	-12

Continued.
SMILES | LGR2 inh | Statin myotox sup | INS-1E GSIS act | PAX8 inh HTS | PGC1a acetyl inh | PglD inh | Cneo AK release | ARNT TACC3 PPI
COc1cccc(N2CCN(CC(=O)N3CCN(S(=O)(=O)c4ccc(Cl)cc4)CC3)CC2)c1 | -8 | 0 | -20 | 14 | -6 | 5 | 3 | -5
CCOC(=O)CN1CC23C=CC(O2)C(C(=O)Nc2ccc(F)c(C)c2)C3C1=O (configuration not stated) | . | -1 | . | -7 | -1 | -4 | 0 | 1
Cc1ccc2c(Cn3ccnc3)cc(=O)oc2c1C | 1 | 8 | 1 | -2 | 9 | 7 | 1 | 0
CC1CCCCC1NC(=O)/C(C#N)=C/C=C/c1ccccc1[N+](=O)[O-] (configuration not stated) | 24 | 31 | -8 | 91* | -14 | 3 | 5 | -5
CCCN1C[C@H](C)[C@@H](OC)CN(C)C(=O)c2ccc(NC(=O)c3ccc(F)cc3)cc2OC[C@@H]1C | 5 | 2 | 1 | 5 | -13 | 3 | -7 | 3
C[C@H](CO)N1C[C@H](C)[C@@H](CN(C)C(=O)Nc2ccc(F)cc2)Oc2ccc(N(C)C)cc2C1=O | 1 | -13 | 14 | 0 | 3 | 3 | -3 | -5
CC(=O)c1cccc(OCC(O)CNCC2CCCCC2)c1 (configuration not stated) | 0 | 9 | -8 | -7 | 7 | 2 | -1 | 8
Cc1cccc(CC2S/C(=N/c3ccccn3)NC2=O)c1 (configuration not stated) | . | . | . | . | 12 | 1 | -7 | -3
Cc1ccc(NC(=O)C2COc3ccccc3O2)cc1S(=O)(=O)N1CCCCC1 (configuration not stated) | 5 | -12 | -14 | -1 | 31 | -2 | 0 | -4
CC(=O)N1CCN(C(=O)COC(=O)c2oc3ccccc3c2C)CC1 | 1 | -3 | 7 | 6 | . | -1 | 2 | 4
CCCCN(C)CCCNC(=O)c1ccc(N2CCCC2=O)cc1 | . | 0 | . | -2 | 1 | 0 | -1 | .
O=S(=O)(/N=C(/NNS(=O)(=O)c1ccccc1)c1ccccc1)c1ccccc1 | 28 | . | -1 | -2 | . | . | . | -10
Cc1cc(OCC(=O)N(Cc2ccccc2)C2CCS(=O)(=O)C2)ccc1Cl (configuration not stated) | 18 | 7 | -13 | 20 | 1 | . | . | -1
COc1ccccc1NC(=O)CN1CCN(C(=O)C2CCCO2)CC1 (configuration not stated) | 14 | . | 6 | . | 9 | 0 | 2 | -4
CN(C)CC(=O)N[C@@H]1C=C[C@H](CC(=O)NCc2ccc(Cl)cc2)O[C@@H]1CO | 13 | -2 | 0 | -10 | 3 | -4 | -2 | 3
O=C1CSC(c2ccccc2Cl)N1 (configuration not stated) | 5 | -3 | 7 | -2 | 3 | 1 | 0 | -15
CCCN(CC(=O)NC(=O)NC1CCCCC1)CC(=O)Nc1cc(Cl)ccc1Cl | 8 | -2 | -29 | 30 | 12 | -3 | -2 | -5
O=C(CN1C(=O)c2ccccc2S1(=O)=O)NCc1ccc2c(c1)OCO2 | 0 | -11 | 1 | . | -5 | 5 | 0 | -5
O=C(CN1CCCC1)N1CCCC(c2ccc(F)cc2)c2ccc(F)cc21 (configuration not stated) | 1 | 25 | -10 | 15 | -22 | -8 | 1 | 2
Fc1ccc2cc(-c3ccsc3)ncc2c1 | -56 | 2 | 11 | -55 | -10 | -1 | -1 | -3
C[C@H](CO)N1C[C@H](C)[C@H](CN(C)CC2CC2)Oc2ccc(NC(=O)Cc3cn(C)c4ccccc34)cc2CC1=O | -16 | 12 | 2 | . | 14 | 3 | 57 | 2
Cc1cc(C)c(NC(=O)COC(=O)C2=COCCO2)c(Cl)c1 | 2 | 0 | -14 | -1 | 9 | 0 | 1 | 2
